Source: PubChem (several laboratories)
VLA-4 inh = inhibition in a human VLA-4 binding assay; actives 0.2% (n = 330,000); VLA-4 expressing cells, ligand binding flow cytometry; P13612; inhibition, % (about 7 µM as worked out from the volumes in the protocol); AID 2557; in the data active = inhibition above about 50%
GRK2 inh = human GRK2 inhibition via aptamer displacement | bead flow cytometry, FAM-aptamer displacement from GRK2 | inhibition of aptamer binding, % at 10 µM | actives 0.59% (n = 330,000) | AID 488847;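 active = inhibition of aptamer binding above 40%, roughly 3 SD of noise, on plates passing a quality check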;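 also: median bead fluorescence of bound FAM aptamer so fluorescent compounds give negative values; no value below 0 was filed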
Target sequence (P25098 whole entry, looked up): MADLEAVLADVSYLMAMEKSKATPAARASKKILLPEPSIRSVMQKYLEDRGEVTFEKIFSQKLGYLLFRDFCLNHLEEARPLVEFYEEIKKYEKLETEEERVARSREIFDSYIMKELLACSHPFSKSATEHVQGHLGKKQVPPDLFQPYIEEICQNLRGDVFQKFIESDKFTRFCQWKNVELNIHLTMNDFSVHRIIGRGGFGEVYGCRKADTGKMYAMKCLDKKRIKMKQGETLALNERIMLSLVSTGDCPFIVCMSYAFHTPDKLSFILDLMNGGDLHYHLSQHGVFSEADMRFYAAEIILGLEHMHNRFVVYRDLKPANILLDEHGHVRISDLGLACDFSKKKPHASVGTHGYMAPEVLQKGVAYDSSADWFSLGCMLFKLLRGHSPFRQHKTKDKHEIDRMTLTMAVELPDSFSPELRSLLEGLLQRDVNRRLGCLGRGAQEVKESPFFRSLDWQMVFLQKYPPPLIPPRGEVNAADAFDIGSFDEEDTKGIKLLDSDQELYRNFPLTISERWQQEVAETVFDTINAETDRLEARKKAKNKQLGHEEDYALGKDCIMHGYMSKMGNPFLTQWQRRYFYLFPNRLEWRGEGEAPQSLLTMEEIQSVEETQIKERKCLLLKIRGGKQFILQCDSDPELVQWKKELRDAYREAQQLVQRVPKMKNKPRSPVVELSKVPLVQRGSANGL
GLD-1 RNA inh = GLD-1-TGE RNA interaction inhibition (C. elegans). AID 2280. inhibition, % at 5.96 µM. purified GLD-1 + fluorescein TGE RNA, fluorescence polarization. actives 0.44% (n = 320,000). Q17339;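 active = percent inhibition above a per-plate cutoff, the plate mean of test compounds plus 3 SD, cut at about 30% in these data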;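 also: 0% = DMSO wells with GLD-1 and probe and 100% = wells lacking GLD-1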
AGP1-GFP MLPCN = yeast TOR pathway AGP1-GFP modulation. GFP response vs DMSO, % at 10 µM. S. cerevisiae AGP1-GFP multiplex flow cytometry, 3 h; GFP as percent of DMSO wells. actives 0.02% (n = 320,000);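 active = GFP response relative to DMSO above a set limit, near screen average plus 3 SD, cut at about 150% in these data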;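 also: median GFP channel fluorescence of the gated AGP1 strain per well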
CIT2 TOR yeast = modulators of TOR pathway CIT2-GFP in S. cerevisiae; S. cerevisiae CIT2-GFP strain, flow cytometry, 3 h; 100 means same as DMSO wells; GFP response vs DMSO, % at 10 µM; actives 0.065% (n = 320,000); AID 2029;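 active = GFP response relative to DMSO above a set limit, near the screen mean plus 3 SD, cut at about 150% in these data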;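 also: ratio of well median GFP fluorescence to mean of DMSO wells on the plate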
MCL1-BIM inh = inhibitors of human MCL1 binding to BIM-BH3 peptide | Q07820 | GST-MCL1 / FITC-Bim-BH3 fluorescence polarization | inhibition, % at 10.9 µM | actives 0.68% (n = 320,000) | AID 2057;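 active = inhibition above the mean inhibition of all tested compounds plus 3 SD, set per campaign, cut at about 40% in these data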;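 also: 0% = DMSO wells and 100% = unlabeled Bim-BH3 peptide control; higher means more loss of mP so more displacement of Bim peptide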
Target sequence (Q07820 whole entry, looked up): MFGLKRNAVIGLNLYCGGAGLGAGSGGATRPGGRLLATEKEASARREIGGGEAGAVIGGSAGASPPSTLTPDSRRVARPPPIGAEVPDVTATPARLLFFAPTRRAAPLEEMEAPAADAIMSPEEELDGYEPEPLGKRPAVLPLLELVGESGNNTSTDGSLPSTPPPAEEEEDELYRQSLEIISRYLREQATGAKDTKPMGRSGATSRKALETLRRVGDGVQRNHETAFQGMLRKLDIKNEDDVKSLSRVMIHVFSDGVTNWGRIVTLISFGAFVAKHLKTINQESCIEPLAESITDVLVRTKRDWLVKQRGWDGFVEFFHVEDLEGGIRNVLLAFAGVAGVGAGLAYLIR
BCLXL inh = inhibitors of human Bcl-xL. actives 0.7% (n = 320,000). AID 2129. GST-Bcl-xL / FITC-Bim BH3 peptide fluorescence polarization. inhibition, % at 10.9 µM;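 active = inhibition above the mean of all tested compounds plus 3 SD, cutoff set per campaign, cut at about 30% in these data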;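 also: 0% = DMSO wells and 100% = unlabeled Bim-BH3 peptide competitor; inhibitors lower millipolarization by displacing the labeled peptide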
Fam108B counter = Fam108B inhibition, counter-screen for RBBP9 inhibitors; recombinant Fam108B, FP-Rh probe fluorescence polarization; inhibition, % at 9.51 µM; actives 0.33% (n = 300,000); AID 1947;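 active = inhibition above the screen mean inhibition plus 3 SD, computed separately per campaign, cut at about 18% in these data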;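 also: inhibitors lower polarization as less probe binds the enzyme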
MEX-5 binding = C. elegans MEX-5 TCR-2 RNA binding activity. actives 0.38% (n = 300,000). MEX-5/FITC-TCR2 RNA binding, fluorescence polarization; hits give low values. activity score (negative = inhibition of binding), % at 10 µM. Q9XUB2;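 active = inhibition past about -25% in most replicates, and total fluorescence under double the plate's negative control median, limit read from the data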;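 also: 0% = DMSO and -100% = 5 µM competing unlabeled TCR2 RNA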
* hit, by the source's call; / = no result given.

SMILES | VLA-4 inh | GRK2 inh | GLD-1 RNA inh | AGP1-GFP MLPCN | CIT2 TOR yeast | MCL1-BIM inh | BCLXL inh | Fam108B counter | MEX-5 binding
COC(=O)c1ccc(CSc2nnnn2-c2ccccc2)o1 | 10.1 | 0.0 | -1.6 | 108.3 | 103.4 | 0.4 | -2.3 | -1.6 | 0.8
Cc1ccccc1C(=O)Nc1cccc(-c2nnc(SCC(=O)O)n2C)c1 | 5.4 | 0.0 | 9.0 | 105.7 | 98.8 | 0.1 | 2.7 | 3.3 | -3.3
Cn1cccc1/C=N/NC(=O)Cn1cnc2ccccc21 | 12.1 | 1.0 | -0.3 | 89.9 | 89.2 | 1.9 | 5.8 | -5.2 | -1.8
C#CCSc1nc(C)cc(C(=O)OCC)c1C#N | -3.4 | 3.0 | 3.6 | 102.2 | 96.9 | -4.0 | 0.7 | 5.0 | 0.9
O=C(Nc1cccc(-c2ccc(F)cc2)c1)C1CCCN(C(=O)c2cscn2)C1 (centres undefined) | 4.7 | 4.0 | 4.5 | 104.0 | 101.2 | -3.1 | -3.2 | 0.6 | /
CC1(C)CC(=O)C=C(c2ccc(OC(F)(F)F)cc2)C1 | 12.2 | 2.0 | 8.2 | 100.1 | 92.5 | 1.0 | -1.7 | / | /
CC(C)c1ccc(N2C(=O)C3C4C=CC(CC4)C3C2=O)cc1 (centres undefined) | 21.5 | 0.0 | 14.0 | 97.0 | 95.8 | 8.3 | 8.0 | 0.8 | -0.6
CN(C)C(=O)c1ccc(NC(=O)CSc2nnc(-c3cccs3)n2N)cc1 | 22.7 | 1.0 | 3.7 | 98.8 | 99.0 | -5.1 | -4.9 | / | /
Cc1c(C(=O)N2CCN(S(C)(=O)=O)CC2)oc2ccccc12 | 3.9 | 0.0 | 0.8 | 104.0 | 101.6 | -3.0 | 3.4 | 3.2 | 2.3
CCCNC(=O)CNC(=S)N(Cc1cc(OC)c(OC)c(OC)c1)C1CCCC1 | 18.0 | 0.0 | 3.9 | 109.3 | 98.3 | 10.6 | 8.8 | -4.6 | 1.0
CC(C)(C)OC(=O)NCCCCCNC(=O)c1ncn(Cc2ccccc2)c1C(=O)NCCCCCNC(=O)OC(C)(C)C | 12.7 | 0.0 | 1.4 | 86.6 | 77.9 | / | / | / | /
CC(C)CNC(=S)N1CCN(C(c2ccccc2)c2ccccc2)CC1 | 12.6 | 1.0 | 5.1 | 108.1 | 106.7 | 12.1 | 4.8 | -2.0 | -0.1
CC1CN(c2ccc(C(=O)c3ccccc3C(=O)O)cc2[N+](=O)[O-])CC(C)O1 (centres undefined) | 23.7 | 2.0 | 6.6 | 100.1 | 100.1 | -5.8 | -1.4 | 0.7 | -1.9
COc1ccc(C2=NN(CC(=O)Nc3ccccc3C)C(=O)CC2)cc1 | -77.3 | 0.0 | 0.6 | 105.5 | 107.2 | 3.2 | 3.1 | 3.8 | -0.6
COc1ccc(CC2(CO)CCN(Cc3ccc4nsnc4c3)CC2)cc1 | 10.7 | 1.0 | -3.4 | 115.9 | 107.8 | 7.4 | 1.5 | 0.3 | -0.9
O=c1c(C=NCCN2CCNCC2)c(-c2ccccc2)[nH]n1-c1ccc([N+](=O)[O-])cc1 | 12.6 | 0.0 | -0.3 | / | 98.6 | 7.7 | 9.8 | 0.2 | -2.5
COc1ccc(NC(=O)CC2C(=O)N(Cc3ccccc3)C(=S)N2CCN2CCOCC2)cc1 (centres undefined) | -2.6 | 1.0 | -5.1 | 106.9 | 107.3 | -1.7 | 3.9 | -4.1 | -1.3
CC(=O)Nc1ccc2nc(-c3ccc(Br)o3)[nH]c2c1 | 3.3 | 1.0 | 2.0 | 111.9 | 104.5 | 4.1 | 6.4 | 0.4 | 2.2
CCCCCCC12CCC(C(=O)O)(CC1)CC2 | 18.9 | 4.0 | -6.3 | 86.5 | 85.0 | 8.4 | 1.8 | 2.6 | 1.1
O=c1[nH]c2cc3c(cc2cc1CN(CCCO)Cc1nnnn1Cc1ccc(F)cc1)OCO3 | 15.2 | 3.0 | 15.0 | 98.9 | 83.6 | 28.3 | 33.4* | 0.6 | -2.8
CN(C)CCOC(=O)c1ccc2c(c1)S(=O)(=O)c1ccccc1C2=O | 2.4 | 3.0 | -1.1 | 102.4 | 107.2 | 3.4 | 3.0 | 2.5 | 0.3
CCN1CCN(c2nc3c(c(=O)n(C)c(=O)n3C)n2CCSc2ncccn2)CC1 | 19.6 | 0.0 | -8.8 | 87.0 | 87.0 | 2.8 | -1.3 | -2.3 | 0.1
O=C(C1=C(O)C(=O)N(CCN2CCOCC2)C1c1ccc(Cl)cc1)c1cc2ccccc2o1 (centres undefined) | 1.9 | 0.0 | -8.4 | 97.3 | 92.6 | -2.9 | 1.5 | 1.5 | -3.8
COc1cccc(C2CCCN2Cc2nc(-c3sccc3C)oc2C)c1 (centres undefined) | -2.8 | 0.0 | -2.1 | 89.8 | 94.3 | 5.6 | -0.1 | -3.7 | 3.8
CCOc1cccc(-c2cc(C(=O)N3N=C(C)CC3(O)C(F)F)c3ccccc3n2)c1 (centres undefined) | 7.1 | 1.0 | 8.8 | 107.6 | 104.5 | -0.8 | 1.7 | -2.4 | -1.6

Some of these compounds in order of SMILES length, rising.
SMILES | VLA-4 inh | GRK2 inh | GLD-1 RNA inh | AGP1-GFP MLPCN | CIT2 TOR yeast | MCL1-BIM inh | BCLXL inh | Fam108B counter | MEX-5 binding
CCCCCCC12CCC(C(=O)O)(CC1)CC2 | 18.9 | 4.0 | -6.3 | 86.5 | 85.0 | 8.4 | 1.8 | 2.6 | 1.1
COc1ccc(CC2(CO)CCN(Cc3ccc4nsnc4c3)CC2)cc1 | 10.7 | 1.0 | -3.4 | 115.9 | 107.8 | 7.4 | 1.5 | 0.3 | -0.9
CC1CN(c2ccc(C(=O)c3ccccc3C(=O)O)cc2[N+](=O)[O-])CC(C)O1 (centres undefined) | 23.7 | 2.0 | 6.6 | 100.1 | 100.1 | -5.8 | -1.4 | 0.7 | -1.9
O=C(C1=C(O)C(=O)N(CCN2CCOCC2)C1c1ccc(Cl)cc1)c1cc2ccccc2o1 (centres undefined) | 1.9 | 0.0 | -8.4 | 97.3 | 92.6 | -2.9 | 1.5 | 1.5 | -3.8

Following part.
SMILES | VLA-4 inh | GRK2 inh | GLD-1 RNA inh | AGP1-GFP MLPCN | CIT2 TOR yeast | MCL1-BIM inh | BCLXL inh | Fam108B counter | MEX-5 binding
CCOc1cc2c(C#N)c(N3CCCC3)nc(N)c2c(N)n1 | 0.2 | 0.0 | 8.8 | 86.0 | 77.2 | -0.8 | -0.8 | 2.9 | 1.3
COc1ccc2ccccc2c1CNC(C)CCc1ccccc1 (centres undefined) | 3.9 | 0.0 | -1.6 | 103.7 | 112.1 | 0.7 | -0.5 | 0.3 | 2.6
N#C/C(=C/c1cccc([N+](=O)[O-])c1)C(=O)Nc1ccccc1O | 4.8 | 0.0 | 4.4 | 97.1 | 82.7 | 7.1 | 6.2 | 4.1 | 0.6
COc1cccc(NC(=O)C2CCCCC2)c1 | 2.4 | 4.0 | -10.0 | 93.4 | 89.1 | -0.2 | 2.0 | -4.0 | 0.8
O=C(NNC(=O)c1cc(Cl)ccc1[N+](=O)[O-])c1csc(N2CCOCC2)n1 | -4.8 | 1.0 | 5.6 | 111.2 | 97.2 | 0.1 | 2.0 | 0.9 | -31.1*
CCC(=O)N(Cc1cc(=O)[nH]c2ccccc12)c1ccccc1OC | 7.0 | 0.0 | -8.7 | 101.3 | 103.7 | 5.4 | 2.3 | -3.2 | -1.0
COc1ccc(OC)c(C(=O)Cn2cnc3ccccc3c2=O)c1 | -5.4 | 2.0 | 0.2 | 92.4 | 89.1 | -2.3 | 0.3 | -1.1 | 0.1
CCOc1cc(-c2nc3ccccc3s2)ccc1O | -2.7 | 1.0 | 2.2 | 97.7 | 114.1 | 1.6 | 3.9 | 5.5 | 0.4
CC(C)(C)c1ccc(C(=O)Nc2ccc([N+](=O)[O-])cn2)cc1 | 4.4 | 1.0 | -0.1 | 97.9 | 99.7 | -4.8 | -1.9 | -3.2 | -2.4
c1ccc(-c2cnnc(-c3ccccn3)n2)cc1 | 5.9 | 7.0 | 2.8 | 91.5 | 85.9 | 8.4 | 3.2 | 1.9 | -1.0
Cc1cccc(N2CCN(C(=S)Nc3ccc4nc(N5CCOCC5)cc(C)c4c3)CC2C)c1 (centres undefined) | -0.1 | 0.0 | -0.8 | 95.2 | 94.4 | 0.4 | 1.1 | -3.7 | -0.3
N#C/C(=C\c1ccc(OCc2ccc(C(=O)O)cc2)cc1)C(=O)N1CCOCC1 | 9.7 | 23.0 | -2.2 | 96.1 | 98.1 | 2.4 | 3.0 | 0.6 | -0.4
CSc1cccc(-n2ccc(=O)c(C)c2C)c1 | -10.5 | 4.0 | -5.7 | 107.2 | 98.7 | 7.0 | 5.4 | 12.3 | 1.0
Cn1c(CSc2nc3ccccc3n2C)nc2ccccc21 | -3.6 | 0.0 | 6.2 | 105.2 | 104.1 | 6.9 | 1.8 | 6.5 | 4.0
COc1ccc2nc(Nc3sc4c(c3C(N)=O)CCCC4)sc2c1 | -9.6 | 2.0 | -19.4 | 94.5 | 91.4 | -14.5 | -10.6 | 3.6 | /
CCC(Oc1ccccc1)C(=O)Nc1ccccc1N1CCCC1 (centres undefined) | 4.8 | 0.0 | 3.1 | 101.9 | 103.5 | 3.5 | 23.9 | -2.3 | 1.7
CCCNS(=O)(=O)c1cccn1-c1ncc(C(F)(F)F)cc1Cl | -0.8 | 3.0 | 6.1 | 114.5 | 105.2 | -1.8 | 7.1 | -2.9 | -2.2
Cc1cc(/C(N)=N/OC(=O)c2cccc(Cl)c2)no1 | -5.2 | 5.0 | 3.7 | 99.8 | 102.1 | 7.4 | 6.2 | 3.2 | 1.0
O=c1[nH]c2ccccc2cc1CN(CC1CCCO1)S(=O)(=O)c1ccc(Cl)cc1 (centres undefined) | -6.6 | 1.0 | 4.3 | 84.7 | 88.5 | 2.0 | 2.1 | -1.3 | -0.3
Cc1ccc(Cl)cc1N1CCN(S(=O)(=O)c2ccc3c(c2)OCCO3)CC1 | 7.3 | 4.0 | 3.1 | 91.6 | 86.9 | 3.8 | 1.7 | -7.5 | -0.2
O=C(/C=C/c1ccccc1Cl)NNC(=O)c1ccncc1 | 0.6 | 1.0 | 0.6 | 95.2 | 100.8 | 0.1 | 3.1 | / | /
CCOC(=O)c1cn(C2CC2)c2c(F)c(F)c(F)cc2c1=O | 22.5 | 2.0 | 3.0 | 92.4 | 85.7 | 4.3 | 6.3 | -0.7 | -0.1
Cc1cc(N2CCN(c3ccc([N+](=O)[O-])c4cccnc34)CC2)c2ccccc2n1 | -18.8 | 31.0 | -0.3 | 102.5 | 93.5 | 4.0 | -0.2 | -5.1 | 0.4
Brc1cnc2nc(SCc3nc4ccccc4[nH]3)[nH]c2c1 | -0.8 | 1.0 | 1.9 | 102.3 | 100.9 | 13.9 | 9.4 | -2.5 | 0.1
COc1cccc(N2CCN(C(=S)Nc3cccc(C)c3)CC2)c1 | 9.1 | 0.0 | -2.3 | 105.3 | 102.7 | 2.3 | 0.3 | -0.6 | -2.7
O=C(CSc1nnnn1-c1ccc2c(c1)OCCO2)N1CCc2ccccc21 | 11.1 | 3.0 | 1.1 | 103.3 | 96.2 | 5.4 | 5.6 | -5.6 | -0.6
CC(C)NS(=O)(=O)c1ccc(CCC(=O)N2CCOCC2)cc1 | -1.7 | 3.0 | -1.6 | 102.1 | 107.0 | -0.5 | 1.3 | -2.9 | 0.6
Nc1ccc2c(c1)C(=O)c1ccccc1-2 | 4.6 | 2.0 | -0.1 | 106.5 | 105.1 | -3.5 | 4.9 | 0.7 | 1.7
COC(=O)c1ccccc1NC(=O)CN1CCC(n2nnc3cc(C(F)(F)F)ccc32)CC1 | -4.4 | 2.0 | 6.4 | 106.0 | 111.7 | 2.7 | 1.4 | -3.7 | 1.8
